# Compound activity from PubChem.
# Vif-A3G inh – inhibitors of Vif-APOBEC3G interaction; HeLa A3G-eYFP + Vif (tagged APOBEC3G with the HIV-1 protein that degrades it), YFP fluorescence, overnight; 410,000 tested, 0.076% active; Potency, µM (top dose mostly 46.1 µM), inactives show top-dose activity, negative = active, actives largely listed as inhibitors; AID 602310;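 also: potency is read from the fitted curve at half-maximal effect; % is scaled to controls: 0 for no effect and ±100 for the full control effect; nearly all actives have a fitted effect of over 60% in size; hits raise eYFP signal because A3G escapes Vif-driven loss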
#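 HeLa cells stably expressing Vif and C-terminally eYFP-tagged A3G, seeded overnight at 37 deg C, then exposed to compound by pintool overnight at 37 deg C. Rise in yellow fluorescence (Ex 488/Em 500-530, Acumen) marks blocked Vif-driven A3G degradation.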
# D2 antagonist – antagonists of human D2 dopamine receptor. 340,000 tested, 2% active. HEK293 TREx D2 cells, calcium flux, dopamine EC80. P14416. inhibition, % at 10 µM. AID 485344; in the data active = inhibition above about 30%; also: 0% is about no effect
# Target sequence (P14416 whole entry, looked up): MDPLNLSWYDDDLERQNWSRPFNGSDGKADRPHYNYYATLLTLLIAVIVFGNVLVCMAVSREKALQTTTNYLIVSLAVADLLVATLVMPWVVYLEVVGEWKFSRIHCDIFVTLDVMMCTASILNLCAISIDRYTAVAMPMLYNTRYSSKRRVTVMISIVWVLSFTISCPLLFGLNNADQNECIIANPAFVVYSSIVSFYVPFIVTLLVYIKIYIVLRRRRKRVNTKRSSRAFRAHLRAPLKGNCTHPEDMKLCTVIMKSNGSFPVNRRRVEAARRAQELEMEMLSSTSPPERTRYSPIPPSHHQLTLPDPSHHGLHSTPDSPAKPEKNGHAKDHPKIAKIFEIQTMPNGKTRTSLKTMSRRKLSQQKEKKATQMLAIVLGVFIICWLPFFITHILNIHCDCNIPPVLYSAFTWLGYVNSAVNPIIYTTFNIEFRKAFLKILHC
#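 Cells plated overnight at 30 C with tetracycline; no-wash calcium dye, 30–90 min RT; 10 s baseline; compound pinned; 180 s read; EC80 dopamine added; another 180 s read.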
# RGS4 inh – human RGS4 inhibition; Transcreener GDP fluorescence polarization, RGS4-accelerated GTP hydrolysis; Potency, µM (titrated, usually from 114 µM), for the others: top-dose activity change, negative = inhibition, actives largely listed as inhibitors; 390,000 tested, 0.039% active; AID 504845; also: potency is read from the fitted curve at half-maximal effect; % is scaled to controls: 0 for no effect and ±100 for the full control effect; nearly all actives have a fitted effect of over 75% in size; some results filed as inactive show a strong effect at the top dose
#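 MLSMR compounds (23 nl, pin-transferred) preincubated 10 min at room temperature with a 500nM (2x) first reagent, then RGS4 at 900nM (2x) plus Transcreener GDP mix added; fluorescence polarization (620/688 nm) read before and after 90 min at 30 °C.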
# LDHA block – LDHA (human) enzyme inhibition; P00338; purified LDHA, NADH/diaphorase-resazurin fluorescence; stronger effect = lower value; activity change, % (values are at about 110 or 230 µM); 480,000 tested, 0.15% active; AID 1347041; in the data active = activity change below about -30%; inconclusive = mostly about -25% to -30%;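 also: plate controls were DMSO wells for no effect and wells without enzyme for full effect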
#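 Resorufin fluorescence (ex540/em590), read at 0 and 20 min after diaphorase/resazurin addition, reports the NADH left after a 5 min room-temperature reaction of 2 nM human LDH5 with 0.06 mM NADH and 0.2 mM pyruvate.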
# Glioma ERSR ind – inducers of ER stress response in human glioma cells; U87-MG GRP78 promoter luciferase reporter, 16 h; Potency, µM, without a hit: top-dose activation, hits mostly activators; 420,000 tested, 0.02% active; also: potency is read from the fitted curve at half-maximal effect; series mostly up to about 76 µM; % of control where 0% means no effect; nearly all actives have a fitted effect of over 35% in size
#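 Stably transfected U87-MG glioma cells carrying a GRP78-based luciferase sensor; 16 h compound incubation. Luminescence end-point read 10 min after Bright-Glo addition at room temperature.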
# D2 agonist – agonists of human D2 dopamine receptor; P14416; HEK293 T-REx D2 cells, calcium flux agonist mode; activation, % at 2 µM; 340,000 tested, 0.53% active;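 active = activation over 3 SD above normal in the single-dose calcium agonist read, cut at about 30% in these data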; also: 0% is about no effect
#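 Agonism scored from kinetic calcium signal (1 read/sec, 180 s) following compound pin transfer, after a 10 s baseline. Cells: HEK293 Trex line expressing inducible D2 receptor coupled to calcium, dye-loaded after overnight culture at 30 C.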
# 12-LOX inh – blocks human arachidonate 12S-lipoxygenase | P18054 | purified 12hLO, xylenol orange hydroperoxide absorbance | Potency, µM (series often up to 108 µM), for inactives: top-dose activity change, negative = inhibition, usual class: inhibitors | 580,000 tested, 1.1% active; also: potency is read from the fitted curve at half-maximal effect; % is scaled to controls: 0 for no effect and ±100 for the full control effect
#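 Hydroperoxide product was detected by ferrous iron/xylenol orange as the 573 to 405 nm absorbance ratio. Arachidonic acid at 40 uM (final) was turned over for 30 min at room temperature by 150 nM human 12hLO, pH 7.0 Hepes buffer, after 15 min compound preincubation.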
# ERG-DNA inh – ERG Ets/DNA interaction inhibition. AID 624246. fluorescence polarization, His-ERG Ets domain / labelled DNA. Potency, µM (highest dose often 76.9 µM), for the others: at the top dose FP activity, negative = inhibition, most hits filed as inhibitors. 370,000 tested, 0.028% active. P11308; active = well fitted inhibition curve with a large enough effect in the polarisation, with a control signal flat; inconclusive = small, poorly fitted or top-dose-only effect, or effect the other way, or a change in a side signal; inactive = no such curve, though single readings can be large or run the other way; the % refers to the polarisation;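 also: polarization taken with two DNA probes labelled with fluorescein and Texas red; potency is read from the fitted curve at half-maximal effect; % of control where 0% means no effect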
# Target sequence (P11308 whole entry, looked up, the tested form may be a part): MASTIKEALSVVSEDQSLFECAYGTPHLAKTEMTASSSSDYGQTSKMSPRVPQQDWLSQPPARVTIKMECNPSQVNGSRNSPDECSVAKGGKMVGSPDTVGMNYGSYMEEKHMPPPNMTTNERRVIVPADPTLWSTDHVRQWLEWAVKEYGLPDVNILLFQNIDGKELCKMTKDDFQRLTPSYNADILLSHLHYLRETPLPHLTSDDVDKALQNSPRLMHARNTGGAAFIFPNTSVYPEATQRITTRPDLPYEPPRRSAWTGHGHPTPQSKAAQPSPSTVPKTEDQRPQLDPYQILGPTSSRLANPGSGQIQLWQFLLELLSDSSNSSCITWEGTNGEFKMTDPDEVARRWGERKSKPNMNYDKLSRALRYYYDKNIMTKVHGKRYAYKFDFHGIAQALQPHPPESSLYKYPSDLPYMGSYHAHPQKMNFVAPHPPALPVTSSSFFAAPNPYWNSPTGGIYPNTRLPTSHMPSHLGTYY
#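 His-tagged ERG Ets domain (1 uM in the protein solution; 300mM KCl, 50mM Tris-HCl, 1mM EDTA, 1mM DTT, pH 7.5) received compound, then a probe mix of 5 nM fluorescein-DNA and 100nM Texas-615-DNA. Fluorescence polarization was read for both dyes.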
# Vif-APOBEC3F blk – Vif-A3F binding inhibition. HeLa A3F-eYFP + Vif (tagged APOBEC3F with the HIV-1 protein that degrades it), YFP fluorescence increase. Potency, µM (titrated, usually from 46.1 µM), for the others: at the top dose activity, negative = active. 390,000 tested, 0.2% active. AID 602313; also: potency is read from the fitted curve at half-maximal effect; % of control where 0% means no effect; nearly all actives have a fitted effect of over 65% in size
#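 Fluorescence increase (Ex 488/Em 500-530) after overnight compound treatment at 37 deg C flags inhibition of Vif-driven A3F-eYFP loss in stable HeLa A3F-eYFP/Vif cells seeded overnight beforehand.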
# An asterisk follows results filed as active; i = inactive; ? = inconclusive; . = no result given; & = joins results of further samples; [ ] = another dose, or the depositor's remark. Unless noted, calls follow the shape of the dose curve; as a rule, active = well fitted curve in the direction sought with a large enough effect; inconclusive = small, poorly fitted or top-dose-only effect, or another doubt; inactive = no such curve, though single readings can be large; an effect the other way counts as inactive or inconclusive.
SMILES,Vif-A3G inh,D2 antagonist,RGS4 inh,LDHA block,Glioma ERSR ind,D2 agonist,12-LOX inh,ERG-DNA inh,Vif-APOBEC3F blk
Cc1ccc2[nH]c(C)c(CCN(Cc3cccnc3)C(=S)NC(C)(C)C)c2c1,4%,22,2%,-4,-6%,-0.1,5%,-2%,5%
CCCC(C(=O)NC(C)(C)C)N(Cc1ccccc1Cl)C(=O)c1snc(C(N)=O)c1N (centres undefined),-7%,-10,-13%,2,-6%,-0.8,8%,7%,-1%
CN(Cc1ccccc1)C(=S)NC(=O)c1cccs1,4%,-4,-33%,-4,16%,0.0,i,8%,-5%
O=C(Nc1nccs1)c1ccc(Br)cc1,-8%,1,10%,-5,4%,1.1,27%,2%,7%
Brc1ccc(CN2CCN(c3ccccc3)CC2)o1,0%,50*,-3%,-16,1%,72*,-50%,-6%,-16%
COCCNC(=O)C1(C)CCCN(Cc2cc(-c3ccccc3)on2)C1 (centres undefined),-1%,.,.,-2,-1%,.,-25%,.,.
Cc1nc(SCc2nc3ccc(Br)cc3[nH]2)c2oc3ccccc3c2n1,-10%,.,-16%,1,-2%,.,-3%,.,-1%
COc1ccc(C(c2nnnn2C2CCCC2)N2CCN(c3ccccc3)CC2)cc1 (centres undefined),-5%,30,-9%,0,1%,0.7,30%,17%,6%
CCOC(=O)C1=C(C)N(C)C(C)=C(C(=O)OCC)C1c1ccc(C(=O)OC)cc1,-16%,-1,-14%,-3,-1%,1.1,0%,-2%,7%
Cc1c(Cl)cccc1NC(=O)CCCn1nc([N+](=O)[O-])cc1C,2%,-3,7%,-9,-7%,-0.2,22%,-9%,13%
O=C1c2ccccc2C(=O)c2c(/C=C/N3CCCCC3)ccnc21,?,.,-52%,27,-1%,.,-39%,.,22µM*
O=C(COC(=O)/C=C/c1cccc(F)c1)Nc1ncccn1,-7%,3,6%,-1,-2%,0.6,10%,10%,18%
C/C(=C/CCC(C)(O)C1CC[C@@]2(C)[C@@H]3CC=C4[C@@H](CC[C@H](O[C@H]5O[C@@H](CO)[C@H](O)[C@@H](O)[C@@H]5O)C4(C)C)[C@]3(C)C(=O)C[C@]12C)CO[C@@H]1O[C@H](CO)[C@@H](O)[C@H](O)[C@H]1O (some centres undefined),0%,.,-22%,1,10%,.,?,-3%,5%
CCOC(=O)C(C)Sc1snnc1C (centres undefined),2%,.,26%,-10,-5%,.,-1%,-9%,-4%
OC[C@@H]1CN(Cc2ccccc2)C[C@H](n2cnc3c(N4CCOCC4)ncnc32)O1,-3%,.,.,-1,-3%,.,-20%,.,.
Cc1cc(C)c(S(=O)(=O)N2CCN(c3ccccn3)CC2)c(C)c1,0%,-5,-12%,-4,-6%,-0.5,-14%,1%,-8%
O=C(Nc1ccccc1)c1ccc(NCc2ccco2)c(S(=O)(=O)N2CCOCC2)c1,-1%,-26,-29%,-2,-8%,0.3,0%,14%,1%
Clc1ccc(-c2nnc(CSc3nnc(-c4cccs4)o3)o2)cc1,0%,.,-1%,-3,4%,.,135%[activator],9%,-7%
O=C(CCN1C(=O)C2C3C=CC(C3)C2C1=O)Nc1ccc(F)cc1 (centres undefined),2%,.,-10%,-6,-2%,.,10%,7%,-10%
Nc1ccn(C2OC(COC(=O)C34CC5CC(CC(C5)C3)C4)C(O)C2O)c(=O)n1 (centres undefined),1%,.,16%,-10,1%,.,-25%,.,3%
Cc1nccn1CCC(=O)Nc1ccc(Cl)cc1,0%,9,-1%,-6,-4%,0.1,-18%,-3%,4%
O=C(Nc1ccc(NC(=O)C2CC2)nc1)c1ccncc1,-1%,-6,-5%,-4,0%,-0.2,-23%,1%,-3%
COC(=O)c1ccc(NS(=O)(=O)c2cc(-c3cc(C)no3)ccc2OC)cc1,?,12,10%,-3,-8%,0.3,6%,10%,-10%
O=C(NCCN1CCOCC1)c1ccc(NS(=O)(=O)c2ccccc2)cc1,2%,3,-1%,-6,-3%,-1.8,.,1%,3%
O=C(CNC(=O)c1ccccc1)OCc1cc(=O)n2ccsc2n1,0%,.,-14%,-5,0%,1.0,-11%,1%,4%
CC(C)c1ccccc1-n1cc[nH]c1=S,0%,-16,-8%,-16,-3%,1.9,?,-10%,5%
CCc1c(C#N)c(N)nc(SCC(=O)OCc2ccccc2)c1C#N,0%,-1,-2%,-1,-4%,-1.0,-20%,-2%,-5%
CCC(C)NC(=O)C(Cc1ccccc1)NS(=O)(=O)c1ccc2c(c1)CCC(=O)N2 (centres undefined),-6%,24,2%,-13,-6%,0.3,10%,0%,2%
CCN(CC)c1cc(C)c2cc(NC(=O)/C=C/c3ccccc3OC(C)C)ccc2n1,-1%,.,6%,2,-1%,-0.8,0%,7%,0%
CCOc1ccccc1NC(=O)NCc1noc2ccc(C)cc12,-6%,.,-3%,3,-1%,-1.1,-15%,0%,-13%
COc1ccc(/C=C/C(=O)OCC(=O)NCc2ccco2)c(OC)c1,-9%,26,-26%,-4,2%,3.3,-9%,2%,-13%
CN(C)C(=O)Cn1c(SCC(=O)Nc2ccc3c(c2)OCO3)nc2ccccc21,-2%,2,8%,-6,-5%,-1.2,12%,-10%,-14%
O=C(CSc1nc(-c2ccco2)cc(C(F)(F)F)n1)NCCCN1CCOCC1,-1%,1,13%,-11,-5%,-0.5,2%,-4%,1%
Cc1nc2ccc(N)nc2nc1C,1%,.,-7%,-2,-2%,.,?,-5%,8%
C=C1c2nc3ccccc3n2C=C(c2ccc(C)cc2)N1c1ccccc1,?,.,-35%,26,4%,.,?,.,3%
COc1ccccc1Oc1nc2c(c(=O)n(Cc3ccccc3F)c(=O)n2C)n1C,0%,-1,-42%,0&4,-4%,-0.5,177%[activator][57.4 µM],4%,-5%
COc1ccc(C(=O)NNC(=O)CCC(=O)Nc2ccc(C)cc2C)cc1,1%,5,8%,-8,-4%,0.1,0%,2%,-1%
O=c1c2c3nc4ccccc4nc3n(CC3CCCO3)c2ncn1CCc1ccccc1 (centres undefined),-2%,15,9%,0,-1%,-0.2,-14%,-4%,-13%
COc1ccccc1CNC(=O)c1ccc(N2CCOCC2)c([N+](=O)[O-])c1,-1%,12,-13%,-11,-4%,-0.7,-27%,-2%,0%
COc1nc(Nc2cccc(C(F)(F)F)c2)nc(OC)n1,0%,-1,-41%,-1,-1%,-1.8,-16%,-1%,5%

# Limited to D2 agonist (two entries from above):
smiles	D2 agonist
COC(=O)c1ccc(NS(=O)(=O)c2cc(-c3cc(C)no3)ccc2OC)cc1	0.3
O=C(NCCN1CCOCC1)c1ccc(NS(=O)(=O)c2ccccc2)cc1	-1.8

# Later entries:
SMILES,Vif-A3G inh,D2 antagonist,RGS4 inh,LDHA block,Glioma ERSR ind,D2 agonist,12-LOX inh,ERG-DNA inh,Vif-APOBEC3F blk
CN(C)c1ccc(/C=N/NC(=O)CCc2nc3ccccc3[nH]2)cc1,0%,21,9%,0,1%,1.4,265%[activator],8%,6%
CSc1sc(C(=O)O)c2c1C(=O)CC(C)(C)C2,1%,.,28%,-7,-2%,.,-6%,.,3%
O=C(O)c1cccc(NC(=O)c2cn(-c3ccccc3)nc2-c2cccc(Br)c2)c1,-1%,1,-34%,-6,4%,0.3,4%,11%,9%
O=C(NC(Cc1ccccc1)C(=O)O)/C(=C\c1ccco1)NC(=O)c1ccccc1 (centres undefined),1%,-6,?,-4,-5%,0.5,-19%,-7%,-7%
N=c1oc2ccccc2cc1C(=O)Nc1ccc(F)cc1,-10%,-4,-16%,4,11%,0.1,446%[activator],6%,-26%
Cc1ccc(C)c(N(CC(=O)NC2CCCC2)C(=O)CNC(=O)c2cccs2)c1,2%,.,13%,-9,-5%,.,-10%,1%,1%
C=C(C)Cn1c2ccc(NC(=O)CCc3cccnc3)cc2c(=O)n1C,0%,.,.,3,-2%,.,?,.,.
CCOC(=O)Cc1c(C)nc2c(-c3ccccc3OC)c(C)nn2c1C,-1%,2,-18%,-1,-4%,0.2,0%,-10%,-3%
CN(C)CCNc1nc(S(=O)(=O)c2ccccc2)c(Cl)s1,-1%,-12,-6%,-5,-6%,1.6,15%,-2%,1%
Cc1onc(C(=O)NCc2ccc(F)cc2)c1[N+](=O)[O-],-12%,.,1%,-2,-6%,.,7%,-6%,-6%
CCOC(=O)c1sc(NC(=O)CSC(=S)N2CCN(C)CC2)nc1C,-14%,-4,-13%,5,-3%,-1.7,-7%,4%,7%
COc1ccc(CN2C(=O)CS/C2=N/N=C/c2ccccc2)cc1,1%,-1,4%,-1,-3%,0.9,?,4%,0%
N#C/C(=C\Nc1ccccn1)S(=O)(=O)c1ccc(Cl)cc1,-1%,16,46%,-6,-4%,0.3,0%,-4%,-1%
c1ccc(-c2nnc3sc(Cc4cccs4)nn23)cc1,-3%,-24,-16%,-13,15%,0.2,2%,4%,-12%
CS(=O)(=O)N1CCCCC1c1cc(C(=O)Nc2ccccc2)no1 (centres undefined),0%,.,.,-4,-3%,.,2%,.,.
CCCC(=O)Nc1ccccc1NC(C)=O,-7%,23,-10%,-5,-2%,-0.5,0%,-7%,.
CC(=O)c1ccc2c(c1)Nc1ccccc1S2,-15%,7,6%[11.4 µM],-8,1%,0.0,0%,-4%,?

# A portion of the library (hit frequency here may not be typical).
